Compound activity from PubChem BioAssay.
STAT1 activator: increases IFN-gamma driven STAT1 reporter signal. NIH 3T3 STAT1-luciferase reporter, luminescence; 100% = IFN-gamma alone, no compound. activation (% of control), % at 5.5 µM. 2.6% of 200,000 active. AID 932;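 active means activation above the screen-wide mean activation plus 3 SD, cut at about 130% in these data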;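 further: raw ratio to IFN-gamma control signal so 100% means no change and 0% no light; values of inactives mirror those of a sister screen read the other way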
APP 5UTR inh: APP translation inhibition; SH-SY5Y APP 5'UTR-luciferase reporter, luminescence; inhibition, % at 2 µM; 0.82% of 190,000 active;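 active means inhibition above a set limit, derived from the sample mean plus 3 SD, cut at about 45% in these data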; further: values of inactives mirror those of a sister screen read the other way
NF-kB expr up: NF-kB expression increase, human neuronal cells. fold change at 12.5 µM. 1.6% of 190,000 active. NF-kB reporter expression; active compounds read high; in the data active means fold change above about 3.3
STAT1 inh: STAT1 signaling inhibition | 0.35% of 200,000 active | NIH 3T3 STAT1-luciferase reporter, IFN-gamma, luminescence | inhibition, % at 5.5 µM;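 active means inhibition above a set limit, the mean inhibition across all tested compounds plus 3 SD, cut at about 34% in these data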;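 further: 0% = IFN-gamma with DMSO and 100% = IFN-gamma with 300 µM nifuroxazide; values of inactives mirror those of a sister screen read the other way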
FLuc inhib CS: Photinus pyralis luciferase inhibition counter-screen; P08659; ATPLite firefly luciferase biochemical luminescence, 10 min; inhibition, % at 10 µM; 1.5% of 200,000 active; AID 1006;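 active means inhibition above about 50% when tested at 10 µM, limit read from the data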
Target sequence (P08659 whole entry, looked up): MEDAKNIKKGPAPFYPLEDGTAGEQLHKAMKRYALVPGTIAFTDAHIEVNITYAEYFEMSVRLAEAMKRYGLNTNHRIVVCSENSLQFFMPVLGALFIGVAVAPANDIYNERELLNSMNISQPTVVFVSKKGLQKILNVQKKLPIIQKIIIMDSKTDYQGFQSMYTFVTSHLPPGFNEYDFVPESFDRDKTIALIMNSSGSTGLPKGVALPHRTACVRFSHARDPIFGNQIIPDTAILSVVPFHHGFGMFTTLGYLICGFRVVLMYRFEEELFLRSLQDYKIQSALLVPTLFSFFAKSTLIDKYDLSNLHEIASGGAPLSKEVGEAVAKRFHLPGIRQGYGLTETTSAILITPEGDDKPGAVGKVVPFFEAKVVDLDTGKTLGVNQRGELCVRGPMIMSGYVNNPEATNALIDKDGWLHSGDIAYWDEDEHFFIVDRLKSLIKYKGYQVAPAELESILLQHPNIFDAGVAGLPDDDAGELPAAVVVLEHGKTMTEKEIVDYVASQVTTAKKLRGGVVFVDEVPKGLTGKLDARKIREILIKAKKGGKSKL
FLuc stim CS: affects firefly luciferase, flagging false hits in luciferase stimulation screens | ATPlite luciferase biochemical, luminescence, 10 min; 0 = ATP-free wells, 1 = DMSO control | activation factor at 10 µM | 200,000 tested, under 10 active;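 active means luciferase activation factor, scaled between plate controls, of at least 2 with compound at 10 µM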
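System: cell-free luciferase reagent; medium: PBS as buffer for the ATP substrate; doses: test compounds dosed from 2 mM stocks in 100% DMSO; incubation: 10 min, room temperature; measured by: luminescence from luciferase reaction; read-out: luciferase activation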
STAT3 blocker: reduces IL-6 driven STAT3 reporter signal | inhibition, % at 5.5 µM | U3A cells, IL-6 STAT3-luciferase reporter, luminescence; host cell line lacks STAT1 | 0.89% of 190,000 active | AID 862;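 active means inhibition above the mean inhibition across all screened compounds plus 3 SD, cut at about 44% in these data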;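 further: 0% = DMSO only wells and 100% = 100 µM nifuroxazide control wells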
APP 5'UTR act: APP 5'UTR luciferase reporter activation; SH-SY5Y APP 5'UTR luciferase reporter, luminescence; zero percent = DMSO vehicle wells; activation, % at 2 µM; 1% of 190,000 active; AID 1276;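 active means activation above a set limit, based on mean plus 3 SD of controls, cut at about 140% in these data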; further: values of inactives mirror those of a sister screen read the other way
STAT3 activator: STAT3 signaling activation. U3A cells, IL-6 STAT3-luciferase reporter, luminescence; 100% = signal with IL-6 EC80 alone. activation (% of control), % at 5.6 µM. 0.91% of 190,000 active. AID 871;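 active means activation above the screen-wide mean of compound activation plus 3 SD, cut at about 130% in these data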;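 further: 0% = background luminescence of wells with medium and substrate only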
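Test system: STAT3-luciferase reporter U3A cells; Detection: reporter luminescence signal; Times: 1 h compound pre-exposure, 6 h IL-6 stimulation, 37 °C; Benchmarks: IL-6-only high control; Also added: IL-6 stimulus at 33 ng/mL final.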
ROMK mod: human ROMK K+ channel modulation, primary screen; P48048; Tet-inducible ROMK, thallium flux fluorescence; actives lie on both sides; B-score at 10 µM; 2% of 130,000 active;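 active means signal ratio slope over the read window, or its plate-corrected B-score, at least 3 SD from the plate mean, either direction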;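 further: B-score of the F/F0 ratio slope over 7 to 12 s after thallium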
Target sequence (P48048 whole entry, looked up): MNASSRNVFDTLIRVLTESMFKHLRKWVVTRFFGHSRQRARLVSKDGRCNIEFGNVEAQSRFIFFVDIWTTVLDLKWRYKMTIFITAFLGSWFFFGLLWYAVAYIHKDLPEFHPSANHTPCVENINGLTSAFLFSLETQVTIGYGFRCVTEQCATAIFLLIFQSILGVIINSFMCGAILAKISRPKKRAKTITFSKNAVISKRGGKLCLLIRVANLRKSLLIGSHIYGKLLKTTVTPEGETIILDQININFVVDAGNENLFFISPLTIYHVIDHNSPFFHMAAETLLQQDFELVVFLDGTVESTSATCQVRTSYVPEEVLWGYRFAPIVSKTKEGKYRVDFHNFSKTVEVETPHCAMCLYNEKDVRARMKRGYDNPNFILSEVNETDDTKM
Active calls of the source: *; / = not tested or not shown.

SMILES	STAT1 activator	APP 5UTR inh	NF-kB expr up	STAT1 inh	FLuc inhib CS	FLuc stim CS	STAT3 blocker	APP 5'UTR act	STAT3 activator	ROMK mod
CC(=O)Nc1ccc(N(C(=O)CNC(=O)c2ccco2)C(C(=O)NCC2CCCO2)c2ccccc2)cc1 (configuration not stated)	95	17	1.1	5	-5	1	12	-17	93	-0.0078
CC(=O)Nc1ccc(NC(=O)Cn2cnc3c(cnn3C(C)(C)C)c2=O)cc1	103	-12	1.5	-3	-5	1.1	-10	12	111	0.0017
CCNC(=O)COC(=O)Cc1ccc(Cl)cc1Cl	102	8	1.4	-2	-1	1	6	-8	98	-0.23
OC(CNCc1ccccc1Cl)C(F)(F)F (configuration not stated)	99	-32	1.1	-1	-9	1.1	16	32	95	-1.6
Cc1ccc2[nH]c(=O)c(CN(Cc3ccc4c(c3)OCO4)Cc3nnnn3Cc3ccco3)cc2c1	98	-16	0.6	2	-8	1.1	0	16	104	/
C=CCc1cccc(CNc2nc3ccccc3n2CCN2CCOCC2)c1O	98	11	1.9	3	-8	1.1	7	-11	97	/
CC1(C)CC(=O)C2=C(C1)OC(N)=C(C#N)C2c1ccccc1 (configuration not stated)	97	0	1.4	3	-10	1.1	5	0	100	/
Cc1cccc(CSc2nnc(NC(=O)CSc3nnc(C)s3)s2)c1	107	-8	1.2	-7	-3	1	14	8	94	0.77
C=CCn1c(SCC(=O)NCc2ccc3c(c2)OCO3)nc2scc(-c3ccc(F)cc3)c2c1=O	92	/	0.8	9	-6	1.1	-4	/	102	0.16
COc1ccc(-c2nnn(CC(=O)N(C3CCCCC3)C(C)C(=O)NC3CCCC3)n2)cc1OC (configuration not stated)	109	6	1.1	-9	-4	1	2	-6	102	-1.1
Cc1ccc(S(=O)(=O)N2CCN(CC(=O)N/N=C/C=C/c3ccccc3)CC2)cc1	100	-4	1.1	0	-5	1	4	4	100	0.69
COc1ccc(CN2CCN(C(=O)CN3C(=O)C4C5C=CC(C5)C4C3=O)CC2)c(OC)c1OC (configuration not stated)	90	-16	1	11	-8	1.1	23	16	84	/
O=C1C2CC=CCC2C(=O)N1c1cccc(OS(=O)(=O)c2ccc3ccccc3c2)c1 (configuration not stated)	100	4	0.76	0	-2	1	22	-4	87	0.0044
COc1cccc(NC(C)C(=O)Nc2cc([N+](=O)[O-])ccc2Cl)c1 (configuration not stated)	96	-4	1.2	4	-4	1	-5	4	105	0.8
CC(O)CNc1nc2ccccc2n1CC(=O)N1CCN(Cc2ccccc2)CC1 (configuration not stated)	103	4	1.2	-2	-6	1.1	4	-4	101	-0.13
Cc1ccc2nc(NC(=O)c3ccccn3)sc2c1	19	22	1.2	89*	95*	0	98*	-22	15	0.58
NNc1nc2c(-c3ccc(Cl)cc3)nnn2c2ccccc12	135*	-106	1.1	-41	12	0.9	-54	106	144*	-0.35
CNC(=O)C1CC(=O)N(Cc2ccc3c(c2)OCO3)C(=Nc2ccc(OC)cc2)S1 (configuration not stated)	89	10	1.1	12	-1	1	8	-10	101	/
O=C(Cc1ccc(S(=O)(=O)N2CCCC2)s1)NC1CCCCCC1	98	-8	1.2	2	-8	1.1	-6	8	111	-0.9
CCS(=O)(=O)c1ccc(S(=O)(=O)CC)s1	106	2	1.3	-7	-5	1	4	-2	99	0.31
CCN(CC(=O)Nc1sc2c(c1C#N)CCCC2)Cc1nc2ccccc2c(=O)[nH]1	99	3	1.4	0	-6	1.1	1	-3	106	0.0048
Cc1ccc2nc(-c3ccc(NC(=O)CSc4nccc(=O)[nH]4)cc3)sc2c1	134*	-144	1.9	-39	38	0.6	23	144*	85	0.13
COc1ccc(/C(O)=C/c2nc3ccccc3n(-c3ccccc3)c2=O)cc1	101	26	1.1	-2	8	0.9	21	-26	85	-1.5
O=C(COC(=O)C1COc2ccccc2O1)NC(=O)Nc1ccc2c(c1)OCCO2 (configuration not stated)	104	-25	1.4	-5	-2	1	-6	25	109	0.28
OC(COc1ccc2ccccc2c1)Cn1cncn1 (configuration not stated)	106	-16	1.2	-4	3	1	4	16	98	-0.0059
CCOC(=O)c1cc(NC(=O)Nc2ccccc2OC)c(C)nc1C	101	19	0.8	-1	-2	1	7	-19	99	-0.011
Cc1ccc(NC(=O)C(=O)c2c(-c3ccccc3)cc3ccccn23)cc1S(=O)(=O)N1CCOCC1	96	-4	0.57	5	2	1	9	4	98	0.23
Cc1cc(/C=C(\C#N)C(=O)O)c(C)n1CC(C)C	111	-4	1.1	-12	7	0.9	-10	3	114	/
CCOC(=O)c1sc(NC(=O)CCN2CCN(CC)CC2)c(C(=O)OCC)c1C	96	-1	0.95	1	-6	1.1	22	1	86	-0.15
CCOc1ccc(C(=O)NCC(=O)OC2CCOC2=O)cc1OCC (configuration not stated)	102	7	1.1	-1	3	1	1	-7	100	0.64

Compound profiles, as listed above:
Entry for CCOC(=O)c1cc(NC(=O)Nc2ccccc2OC)c(C)nc1C → STAT1 activator = 101; APP 5UTR inh = 19; NF-kB expr up = 0.8; STAT1 inh = -1; FLuc inhib CS = -2; FLuc stim CS = 1; STAT3 blocker = 7; APP 5'UTR act = -19; STAT3 activator = 99; ROMK mod = -0.011
Entry for COc1ccc(CN2CCN(C(=O)CN3C(=O)C4C5C=CC(C5)C4C3=O)CC2)c(OC)c1OC (configuration not stated) → STAT1 activator = 90; APP 5UTR inh = -16; NF-kB expr up = 1; STAT1 inh = 11; FLuc inhib CS = -8; FLuc stim CS = 1.1; STAT3 blocker = 23; APP 5'UTR act = 16; STAT3 activator = 84; ROMK mod = /

Next records follow:
SMILES	STAT1 activator	APP 5UTR inh	NF-kB expr up	STAT1 inh	FLuc inhib CS	FLuc stim CS	STAT3 blocker	APP 5'UTR act	STAT3 activator	ROMK mod
O=S(=O)(c1ccccc1)c1nc(-c2ccccc2)oc1N1CCCC1	93	-38	1	7	-3	1	4	38	103	0.18
Cn1c(C(=O)NCC2CCCO2)cc2c(=O)[nH]c3ccccc3c21 (configuration not stated)	105	3	0.91	-6	-4	1	3	-3	100	/
CCOc1ccccc1OCCCCN1CCCC1	100	-5	0.99	0	-2	1	5	5	99	0.3
C=CCNS(=O)(=O)c1ccc2c(c1)n(C)c(=O)n2C	102	-22	1	-3	-7	1.1	0	22	101	0.42
O=C(NCCN1CCOCC1)c1cc(-c2ccc(Br)cc2)on1	99	-2	0.93	1	0	1	7	2	94	-0.48
O=C(OCC(=O)N1CCN(C(=O)c2ccco2)CC1)c1ccccc1OCc1ccccc1	98	6	1.1	2	-2	1	-2	-6	104	-0.17
CCOc1ccc(/C(CCC(=O)O)=N/NC(=S)NC(C)C)cc1	102	-6	1.3	-1	-4	1	4	6	104	0.17
CC(C)=N/N=C(\c1cccc([N+](=O)[O-])c1)C12CN3CN(CN(C3)C1)C2	92	-12	1	9	-6	1.1	-7	12	104	0.5
Cc1cc(C)cc(NC(=O)COC(=O)CCCC2=NS(=O)(=O)c3ccccc3N2)c1	99	-12	1.3	1	-4	1	6	12	102	-0.079
Cc1cc(NC(=O)CN(C)CCOc2ccccc2)ccc1Br	97	4	1.1	3	-5	1.1	-4	-4	107	-0.16
C[N+](C)(C)CCOc1ccc([N+](=O)[O-])cc1	95	11	1.4	4	-5	1.1	1	-11	105	0.05
COC(=O)CC(N)c1ccc(Br)cc1 (configuration not stated)	85	-3	1.2	15	-3	1	12	3	92	-1.2
Cc1ccc(C)c(NS(=O)(=O)c2c(C)ccc3nsnc23)c1	95	-15	1.1	6	-8	1.1	8	15	95	/
COc1ccccc1C1CC(c2ccc(Cl)cc2Cl)Nc2nc(N)nn21 (configuration not stated)	100	-18	0.92	0	-10	1.1	6	18	99	/
CCCCCc1ccc(CC(=O)Nn2c(C)nc3ccccc3c2=O)cc1	99	/	0.86	1	-3	1	18	/	90	0.57
O=C(CNC1CCCCC1)N1CCc2ccccc2C1	99	4	0.83	1	-1	1	2	-4	104	-0.18
N#CC1=C(SCc2ccccc2)NC(=O)CC1c1ccc(O)cc1 (configuration not stated)	98	-13	1	2	7	0.9	6	13	98	-0.35
CCn1c(SCC(=O)N2CCCC2)nc2ccccc2c1=O	92	1	1.2	9	1	1	5	-1	99	/
CSc1ccc(Cl)c(C(=O)NCCOc2cc(C)ccc2C(C)C)c1	104	0	1	-4	-4	1	8	0	99	-1.2
COc1ccc(COC(=O)N/N=C(\C)CC(=O)NCc2ccc(Cl)cc2)cc1	103	-11	1	-3	-5	1	-2	11	104	-0.22
O=C(COc1ccc(Cl)cc1)Nc1nnc(-c2ccco2)o1	106	-12	1.2	-6	-4	1	9	12	96	1.8
C[N+]1(CCN2C(=O)C3CC=C(Cl)CC3C2=O)CCOCC1 (configuration not stated)	96	3	0.99	4	-2	1	7	-3	99	/
Cn1cc(/C=N/n2cnc3sc4c(c3c2=O)CCCC4)c2ccccc21	85	-11	0.91	16	-2	1	-4	11	106	-2.1
O=C(COC(=O)c1ccco1)NC1CCCCC1	106	5	1.1	-7	-8	1.1	3	-5	100	-0.026
COc1ccc(S(=O)(=O)N(CCc2ccccc2)CC(=O)O)cc1C	102	-4	1.3	-2	-1	1	0	3	98	0.78
Cc1cc(C(=O)Nc2cccnc2)no1	101	11	1.3	-1	-5	1	-7	-11	108	/
Cc1cc(C)n(-c2cc(N3CCN(C(=O)c4ccc(C(C)(C)C)cc4)CC3)ccc2[N+](=O)[O-])n1	96	-5	0.63	5	-5	1.1	7	5	103	/
CCN(CC)c1ccc(/C=N/NC(=O)CC(C)C)cc1	111	7	1.2	-14	-3	1	-14	-7	114	-0.0095
O=C(NCc1ccco1)c1ccc(Cn2c(=O)c3sccc3n(Cc3ccc(F)cc3)c2=O)cc1	99	4	0.8	1	-5	1.1	-6	-4	113	/
Cc1cc(C)n(C(=O)c2ccc(S(=O)(=O)N3CCOCC3)cc2)n1	92	-8	1	8	-9	1.1	4	8	102	0.98
Cc1c(OCc2ccccc2)cccc1OCc1ccccc1	111	2	1.6	-12	-2	1	2	-2	96	1
CC1CCc2c(sc(NC(=O)Cn3nc(C(F)(F)F)c4c3CCCCC4)c2C#N)C1 (configuration not stated)	95	-19	1	5	-4	1	-1	19	105	/
CCOC(=O)N1CCN(C(=O)c2ccc3c(c2)ncn3C2CCCC2)CC1	99	-12	0.97	1	-5	1	8	12	98	/
O=C(NC1C(=O)NNC1c1ccc(Cl)cc1)c1ccc(F)cc1 (configuration not stated)	108	-5	1	-11	-4	1	-2	5	105	0.23
CCCOc1ccc(C(C)(O)CN2CCOCC2)cc1 (configuration not stated)	95	-3	1.1	6	-6	1.1	7	3	98	/
Cc1cc(Br)cc(C)c1OCC(=O)NNC(=O)CCC(=O)NCc1ccccc1	96	-6	1.1	3	-2	1	6	6	102	0.023
CC1=C(C(=O)OCC2CCCO2)C(c2ccc(Cl)c(Cl)c2)NC(=O)N1 (configuration not stated)	96	6	0.9	2	2	1	8	-6	99	-0.58
Cn1c(=O)c2c(ncn2CC(=O)OCC(=O)NC2CCCc3ccccc32)n(C)c1=O (configuration not stated)	104	4	1.3	-4	-2	1	5	-4	100	/
